EPAC1 agonist: activates human EPAC1 exchange factor | EPAC1 agonist qHTS, biochemical assay; response scale: 100% = response to 6.5 mM cAMP | O95398 | Potency, µM (doses to about 154 µM), for the others: at the highest dose activation, hits mostly activators | actives 0.073% (n = 360,000); note: potency is the fitted concentration of half-maximal effect; nearly all actives have a fitted effect of over 60% in size
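Normalized to 6.5 mM cAMP, activity reflects EPAC1-catalysed release of BODIPY-GDP from Rap1B, followed kinetically over 30 min at 480 nm excitation, 540 nm emission. Reaction contained 100 nM EPAC1, 250 nM Rap1B-BODIPY-GDP, 50 uM GDP.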
GLP-1R agonist: GLP-1 receptor (human) agonism; actives 0.007% (n = 380,000); HEK293 GLP-1R CRE-luciferase, luminescence, 4-6 h; cells express a hypersensitive GLP-1R form; P43220; Potency, µM (titrated, usually from 45.6 µM), without a hit: at the top dose activation, usual class: activators; note: potency is the fitted concentration of half-maximal effect; % of control where 0% means no effect
Target sequence (P43220 whole entry, looked up): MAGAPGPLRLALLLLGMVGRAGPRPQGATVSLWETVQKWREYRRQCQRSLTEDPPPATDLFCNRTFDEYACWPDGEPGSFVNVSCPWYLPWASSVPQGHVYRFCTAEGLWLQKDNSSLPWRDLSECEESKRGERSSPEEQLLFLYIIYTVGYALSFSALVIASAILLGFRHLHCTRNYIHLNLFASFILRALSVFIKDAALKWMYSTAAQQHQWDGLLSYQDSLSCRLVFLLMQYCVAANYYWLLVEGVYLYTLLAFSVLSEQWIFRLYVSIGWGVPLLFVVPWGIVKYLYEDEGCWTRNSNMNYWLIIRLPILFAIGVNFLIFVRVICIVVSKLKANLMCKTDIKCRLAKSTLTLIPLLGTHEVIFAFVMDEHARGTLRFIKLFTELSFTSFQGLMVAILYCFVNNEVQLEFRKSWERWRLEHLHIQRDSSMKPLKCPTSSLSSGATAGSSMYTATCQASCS
PTHR1 agonist: PTHR1 (human) receptor agonism. Q03431. HEK293 GP2 PTHR1 cells, GloSensor cAMP luminescence, 1 h. Potency, µM (titrated, usually from 115 µM), for inactives: top-dose activation, most hits filed as activators. actives 0.075% (n = 410,000); note: potency is the fitted concentration of half-maximal effect; nearly all actives have a fitted effect of over 55% in size; some results filed as inactive show a strong effect at the top dose; inactives centre near -15; many of its hits are not listed in these tables
Target sequence (Q03431 whole entry, looked up): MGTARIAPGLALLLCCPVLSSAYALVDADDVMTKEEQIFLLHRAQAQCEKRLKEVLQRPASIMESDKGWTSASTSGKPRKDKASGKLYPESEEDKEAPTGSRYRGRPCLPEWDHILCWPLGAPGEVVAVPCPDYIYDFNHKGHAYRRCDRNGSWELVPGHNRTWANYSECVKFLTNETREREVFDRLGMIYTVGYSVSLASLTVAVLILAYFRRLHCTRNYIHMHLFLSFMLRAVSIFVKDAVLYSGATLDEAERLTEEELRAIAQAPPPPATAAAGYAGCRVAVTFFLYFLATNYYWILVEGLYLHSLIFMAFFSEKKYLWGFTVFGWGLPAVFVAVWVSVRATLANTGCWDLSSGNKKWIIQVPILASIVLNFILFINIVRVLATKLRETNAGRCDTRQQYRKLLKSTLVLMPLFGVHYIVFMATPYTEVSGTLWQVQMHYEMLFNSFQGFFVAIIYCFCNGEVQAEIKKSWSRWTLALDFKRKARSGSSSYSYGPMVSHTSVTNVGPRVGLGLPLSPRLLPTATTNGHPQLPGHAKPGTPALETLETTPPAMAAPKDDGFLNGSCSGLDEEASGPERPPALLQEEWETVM
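HEK-293-derived GP2 cells expressing PTHR1 and a GloSensor cAMP reporter, 3,000/well, plated overnight, given luciferin plus IBMX (each 0.5 mM as added) for 1 h at 37 °C, then compound for 1 h at 37 °C. Luminescence was read after 15 min at room temperature.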
GLP1R cytotox: cytotoxicity counter-screen for GLP-1 receptor inverse agonists. HEK293 cAMP-luciferase reporter cells, luminescence, 24 h. Potency, µM (titrated, usually from 38.3 µM), without a hit: at the top dose activity change, negative = inhibition, usual class: inhibitors. actives 0.13% (n = 410,000);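 note: loss of luciferase light is scored as toxicity; potency is the fitted concentration of half-maximal effect; % is set by controls: 0 for no effect and ±100 for the full control effect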
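A 23 nL compound transfer followed 12 hours of cell culture at 37 deg C; exposure then lasted 24 hr. Luciferase assay detection reagent was dispensed and plates read for luminescence after a 12 min room-temperature wait.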
GLP1R inv ag: GLP-1 receptor (human) inverse agonism; P43220; HEK293 GLP-1R CRE-luciferase, luminescence, 24 h; GLP-1R form is constitutively active; Potency, µM (doses to about 38.3 µM), without a hit: at the highest dose activity change, negative = inhibition, hits mostly inhibitors; actives 1.6% (n = 410,000); AID 624417; note: potency is the fitted concentration of half-maximal effect; % is set by controls: 0 for no effect and ±100 for the full control effect; nearly all actives have a fitted effect of over 55% in size
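HEK293 cells stably co-expressing constitutively active GLP-1R and a cAMP-responsive luciferase reporter were seeded in DMEM with 10% Nu serum, given compounds after 12 h, and incubated 24 h at 37 deg C. Luminescence was then read.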
PLK1 PBD block: inhibitors of human PLK1 polo-box domain binding | P53350 | Plk1 PBD binding of FITC phosphopeptide, fluorescence polarization | Potency, µM, for inactives: max response, negative = inhibition, actives largely listed as inhibitors | actives 2.8% (n = 360,000); note: potency is the fitted concentration of half-maximal effect; series mostly up to about 57 µM; % is set by controls: 0 for no effect and ±100 for the full control effect; nearly all actives have a fitted effect of over 65% in size
EPAC1 antagonist: blocks human EPAC1 exchange factor. O95398. EPAC1 GEF assay, Rap1b-BODIPY-GDP exchange fluorescence. Potency, µM (top dose mostly 115 µM), for the others: at the highest dose activity change, negative = inhibition, most hits filed as inhibitors. actives 0.14% (n = 360,000). AID 720709;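 note: potency is the fitted concentration of half-maximal effect; plate controls were vehicle for no effect and positive control for full effect; nearly all actives have a fitted effect of over 50% in size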
IL2 activator: activates IL-2 in a cell-based reporter assay | actives 0.065% (n = 360,000) | AID 652025 | activation, % (series mostly up to about 46 µM) | IL-2 activation reporter assay, cell-based qHTS; stimulated with anti-CD3/CD4/CD28 beads; in transgenic mouse T cells; in the data active = activation above about 50%; inconclusive = mostly about 30% to 49%; note: 0% is about no effect
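Unstimulated transgenic mouse T cells, 750 per well, received compound and, after 60 minutes, anti-CD3/anti-CD4 bead plus anti-CD28 stimulation. EGFP and DsRed were quantified after 18 hours.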
PI5P4K alpha inh: inhibitors of human PI5P4K alpha | P48426 | max response, % | PI5P4Kalpha enzyme, ADP-Glo luminescence, 60 min; hits give low values | AID 652105 | actives 1.2% (n = 330,000); active = max response of -50% or lower; inconclusive = between -30% and -50%; inactive = -30% or higher; note: value at the top dose of about 77 µM; % is set by controls: 0 for no effect and ±100 for the full control effect
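Human PI5P4Kalpha with substrate in 0.038 M HEPES pH 7.4, 0.28 mM EGTA, 0.1% CHAPS, 5% DMSO; reaction started with 5 microM ATP (final), 60 min at room temperature. ADP formed read by ADP-Glo luminescence.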
* = called active by the depositor; i = inactive; u = inconclusive; x = no result given; [ ] = another dose, or the depositor's remark. Unless noted, calls come from the whole dose curve; as a rule, active = well fitted curve in the direction sought with a large enough effect; inconclusive = small, poorly fitted or top-dose-only effect, or another doubt; inactive = no such curve, though single readings can be large; an effect the other way counts as inactive or inconclusive. Some of the compounds tested; count on the stated rates, not on these rows.

The first 5 compounds (preview)
Below each SMILES: EPAC1 agonist	GLP-1R agonist	PTHR1 agonist	GLP1R cytotox	GLP1R inv ag	PLK1 PBD block	EPAC1 antagonist	IL2 activator	PI5P4K alpha inh
Cc1sc2nc(SCCO)n(-c3ccccc3)c(=O)c2c1C
  10%	15%	i	-20%	u	-14%	-19%	0.4	0
COc1ccccc1NC(=O)COc1cccc(-n2cnnn2)c1
  2%	u	i	10%	0%	-2%	1%	1.1	x
Cc1cccc(OCC(=O)Nc2ccc3c(c2)nc(CCN2CCC(C)CC2)n3C)c1
  -8%	23%	i	u	0%	0%	17%	-1.1	-6
Cc1cc(C)c(S(=O)(=O)Nc2ccc[nH]c2=O)c(C)c1
  6%	-17%	i	-4%	17%	1%	4%	-0.4	23
CC(C)(C)C1CCC(=NNC(=O)C(=O)NCc2ccco2)CC1 (stereo not given)
  2%	2%	-3%	-2%[0.307 µM]	-6%[0.307 µM]	-13%	-11%	0.5	5

Main list, from the first entry:
Below each SMILES: EPAC1 agonist	GLP-1R agonist	PTHR1 agonist	GLP1R cytotox	GLP1R inv ag	PLK1 PBD block	EPAC1 antagonist	IL2 activator	PI5P4K alpha inh
Cc1sc2nc(SCCO)n(-c3ccccc3)c(=O)c2c1C
  10%	15%	i	-20%	u	-14%	-19%	0.4	0
COc1ccccc1NC(=O)COc1cccc(-n2cnnn2)c1
  2%	u	i	10%	0%	-2%	1%	1.1	x
Cc1cccc(OCC(=O)Nc2ccc3c(c2)nc(CCN2CCC(C)CC2)n3C)c1
  -8%	23%	i	u	0%	0%	17%	-1.1	-6
Cc1cc(C)c(S(=O)(=O)Nc2ccc[nH]c2=O)c(C)c1
  6%	-17%	i	-4%	17%	1%	4%	-0.4	23
CC(C)(C)C1CCC(=NNC(=O)C(=O)NCc2ccco2)CC1 (stereo not given)
  2%	2%	-3%	-2%[0.307 µM]	-6%[0.307 µM]	-13%	-11%	0.5	5
O=C(NCc1ccccc1)C(c1ccccc1)n1c(-c2ccncc2)nc2ccccc21 (stereo not given)
  -4%	x	i	1%	16%	-6%	-20%	-0.5	0
C=CCn1cc(C(=O)N2CCN(c3ccccc3)CC2)c(=O)c2cc(S(=O)(=O)N3CCCC3)ccc21
  2%	-1%	7%	3%	13%	4%	-3%	1.4	-1
CCc1ccc(CNCc2ccc(OCC(O)CN(C)Cc3ccccc3)cc2)nc1 (stereo not given)
  10%	12%	i	u	u	-20%	10%	-2.6	1
COc1ccc(NC(=O)c2cc(C3CCCCN3C(=O)OCCF)on2)c(C)c1 (stereo not given)
  9%	3%	i	-3%	5%	-11%	-12%	-0.5	-3
COc1ccc(NC(=O)Cn2cc(C(C)=O)c3ccccc32)cc1
  8%	-3%	-74%[inhibitor]	-16%	-19%	2%	19%	0.1	1
O=C(Nc1ccccc1)c1cnc[nH]1
  -4%	-4%	i	1%	-2%	1%	-1%	-1.7	4
O=C(NCC1CCCO1)C(=O)N/N=C/c1cccc(Cl)c1 (stereo not given)
  2%	-2%	-4%	2%	-9%	12%	-1%	0.0	6
CC1CN(S(=O)(=O)c2cccc(C(F)(F)F)c2)C(C)N1C(=O)N1CCOCC1 (stereo not given)
  -1%	5%	i	0%	15%	5%	8%	0.7	7
COc1ccc(-n2c(CN3CCN(Cc4ccccc4)CC3)nc3ccc([N+](=O)[O-])cc3c2=O)c(OC)c1
  4%	7%	i	-9%	-21%	-2%	3%	0.0	2
COc1ccc(Cc2noc(CN(C)CCN3CCc4ccccc4C3)n2)cc1OC
  -2%	24%	i	7%	6%	1%	0%	-0.4	2
Cc1c(F)cccc1NC(=O)CCC(=O)O
  -3%	-4%	u	7%	2%	-1%	-12%	-1.8	2
O=C(CSc1n[nH]c(-c2ccncc2)n1)Nc1ccc(Br)cc1
  -3%	7%	-25%	-2%	4%	3%	2%	-3.2	-3
COc1ccccc1N1CCN(C(=O)c2oc3cc(C)c(C)cc3c2C)CC1
  10%	1%	i	0%	22%	2%	-13%	-0.5	31
Cc1nc2ccccc2cc1C(=O)N(C)Cc1ccccc1
  -1%	4%	i	-23%	17%	5%	-6%	2.8	6
COCCCNC(=O)c1ccc2sc([C@@H]3O[C@H](CO)[C@H](O)[C@H](O)[C@H]3O)nc2c1
  7%	0%	6%	-9%	12%	-11%	-16%	2.6	-1
O=C(OCC(=O)N1CCN(C(=O)c2ccco2)CC1)c1cccc(F)c1
  2%	-3%	i	-2%	6%	-9%	0%	0.1	6
CNC(=S)N/N=C(\C)c1ccc2c(c1)OCCO2
  4%	11%	-47%[inhibitor]	u	u	-3%	-15%	0.7	-76*
C=CCn1c(C)cc(C)c(C#N)c1=O
  2%	-9%	-2%[57.5 µM]	-12%	2%	2%	1%	-1.5	x
CCOC(=O)CNC(=O)Nc1cc(C(C)(C)C)nn1-c1ccccc1
  3%	4%	-7%[57.5 µM]	7%	37%[activator]	1%	-6%	0.6	-2
CC(=O)c1ccc(N2CCN(C(=O)c3cccs3)CC2)c(F)c1
  5%	7%	i	3%	10%	-8%	-9%	-0.2	-1
O=C(O)CCCC(=O)Nc1ccccc1-n1ccnc1
  2%	4%	i	13%	29%	-5%	-16%	-0.3	-7
O=c1oc(-c2ccccc2NS(=O)(=O)c2ccccc2)nc2ccccc12
  3%	-6%	-14%[57.5 µM]	45%	48%[activator]	-8%	0%	0.4	-10
Cc1ccc(S(=O)(=O)NCCCN(C)C)cc1
  6%	5%	-2%[57.5 µM]	6%	-2%	0%	-2%	0.1	-2
O=C(Nc1ccc(N2CCOCC2)cc1)C1(S(=O)(=O)c2ccccc2)CC1
  12%	3%	i	2%	0%	-8%	-5%	-3.1	x
O=C(c1cc(-c2ccccc2)nc2ccccc12)N1CCN(c2ccccn2)CC1
  14%	-4%	-16%	-28%	u	1%	4%	-0.2	10
O=C(CN1C(=O)C2CCCCC2C1=O)Nc1nc(-c2ccccn2)cs1 (stereo not given)
  3%	-6%	i	-24%	u	24µM*	10%	0.5	-25
CCN(C[C@H]1N[C@@](C)(C(=O)OC)[C@H]2C(=O)N(C)C(=O)[C@@H]12)C(=O)Nc1ccccc1
  -7%	-4%	-36%[inhibitor]	-11%	0%	-7%	-2%	-0.4	6
CCn1c(CN2CCN(c3ccc(OC)cc3)CC2)nc2cc(S(=O)(=O)N(C)C)ccc21
  -3%	7%	-16%	-10%	-18%	0%	-22%	-2.7	2
Cc1ccc(C(=O)N(CC(=O)NC2CCCC2)c2ccc(F)cc2)s1
  -2%	11%	9%	7%	u	-14%	-29%	-0.5	4
CCN(CC)c1ccc(/C=C(\C#N)C(N)=S)cc1
  13%	23%	i	u	15%	33%[activator]	-8%	5.0	-1
Cc1cc(C)cc(NC(=O)CN2CCC(NC(=O)c3cccc(F)c3)CC2)c1
  -6%	8%	-10%	15%	u	3%	-7%	-3.2	16
CCOC(=O)[C@@H]1[C@H]2COc3cc(OC)ccc3[C@@H]2N2C(=O)N(c3ccccc3)C(=O)[C@@]12C
  5%	9%	i	-33%	5%	-5%	-13%	-3.5	5
Cc1ccccc1-c1nc(S(=O)(=O)c2ccccc2)c(NCCCN2CCOCC2)o1
  2%	3%	i	-20%	u	-13%	-29%	0.2	0
N#Cc1ccc(C(C(=O)NCc2ccccc2)n2c(=O)c(-c3ccco3)nc3ccccc32)cc1 (stereo not given)
  4%	x	i	3%	-12%	-22%	-6%	0.7	u
Cc1cccc(C)c1NC(=O)N1CCCC1C(=O)Nc1ccc(-n2cnnn2)cc1 (stereo not given)
  6%	4%	i	-2%	3%	u	-11%	-1.6	4
COc1ccc(Cl)cc1C(=O)Nc1nc(C)cc(C)n1
  -4%	-5%	i	0%	-6%	-4%	-9%	3.9	-6
N/C(=N\OC(=O)c1ccc(=O)n(Cc2ccccc2)c1)c1ccccn1
  10%	9%	-1%	0%	91%[activator]	-8%	16%	-0.4	10
COc1ccc(C(=O)N(CC2CCCO2)C(C(=O)NC2CCCC2)c2ccc(Cl)cc2)cc1OC (stereo not given)
  1%	4%	-3%[57.5 µM]	-19%	0%	-2%	8%	-2.8	2
COC(c1ccccc1)c1nnc(CCC(=O)N(C)CCCC2CCCC2)o1 (stereo not given)
  1%	12%	-32%[inhibitor]	-19%	10µM*	0%	-2%	-2.2	5
CCN(CC)CCN(C(=O)c1ccc2ccccc2c1)c1nc2ccc(F)cc2s1
  -10%	-3%	-17%	17%	-10%	-13%	16%	-3.3	-7
CCOC(=O)c1cnc(-n2nc(C)cc2C)nc1N(C)C
  9%	-8%	i	u	u	6%	1%	-1.3	5
COc1ccccc1C(=O)N(C)c1nnc(-c2ccccc2)s1
  20%	7%	-27%	28%	-13%	-7%	2%	0.0	7
COc1ccccc1CC(=O)NC12CC3CC(CC(C3)C1)C2
  0%	1%	i	-7%	u	2%	-10%	0.2	-1
COc1ccc2cc(CN(CC3COCCO3)S(=O)(=O)c3ccccc3)c(=O)[nH]c2c1 (stereo not given)
  -5%	-7%	-9%	7%	0%	1%	8%	-4.6	-4

As entered above:
CCN(CC)c1ccc(/C=C(\C#N)C(N)=S)cc1 in IL2 activator has 5.0
COc1ccc(C(=O)N(CC2CCCO2)C(C(=O)NC2CCCC2)c2ccc(Cl)cc2)cc1OC (stereo not given) in GLP1R inv ag has 0%

Assay outcomes: PubChem BioAssay, National Center for Advancing Translational Sciences (NCATS)
